# Compound activity: PubChem BioAssay, several laboratories
# OX1R antag: antagonists of human orexin 1 receptor (OX1R); O43613; inhibition, % at 6.6 µM; actives 1.8% (n = 330,000); OX1R-expressing cells, FRET antagonist read-out; in the data active = inhibition mostly above about 38%, no sharp cut-off; inactive = mostly below about 40%;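 also: 0% = agonist challenge alone and 100% = reference antagonist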
# Target sequence (O43613 whole entry, looked up): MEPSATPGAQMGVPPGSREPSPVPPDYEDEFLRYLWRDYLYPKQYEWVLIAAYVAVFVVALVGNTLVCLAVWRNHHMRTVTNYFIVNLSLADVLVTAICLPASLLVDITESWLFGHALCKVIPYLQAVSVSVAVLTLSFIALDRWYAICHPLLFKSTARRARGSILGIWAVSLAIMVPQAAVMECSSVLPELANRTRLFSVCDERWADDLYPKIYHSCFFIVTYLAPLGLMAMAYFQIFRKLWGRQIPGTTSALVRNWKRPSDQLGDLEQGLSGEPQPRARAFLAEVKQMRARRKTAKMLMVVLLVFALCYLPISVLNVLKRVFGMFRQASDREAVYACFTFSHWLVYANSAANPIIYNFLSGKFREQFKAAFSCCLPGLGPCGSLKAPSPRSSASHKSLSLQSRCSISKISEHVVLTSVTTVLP
# STK33 kinase inh: inhibitors of human STK33 kinase; actives 0.073% (n = 320,000); purified STK33, MBP phosphorylation, ADP-Glo luminescence; Q9BYT3; inhibition, % at 10 µM;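 active = inhibition at or above 25%, using the most active replicate where run in duplicate; inactive = inhibition below 25%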
# Target sequence (Q9BYT3 whole entry, looked up): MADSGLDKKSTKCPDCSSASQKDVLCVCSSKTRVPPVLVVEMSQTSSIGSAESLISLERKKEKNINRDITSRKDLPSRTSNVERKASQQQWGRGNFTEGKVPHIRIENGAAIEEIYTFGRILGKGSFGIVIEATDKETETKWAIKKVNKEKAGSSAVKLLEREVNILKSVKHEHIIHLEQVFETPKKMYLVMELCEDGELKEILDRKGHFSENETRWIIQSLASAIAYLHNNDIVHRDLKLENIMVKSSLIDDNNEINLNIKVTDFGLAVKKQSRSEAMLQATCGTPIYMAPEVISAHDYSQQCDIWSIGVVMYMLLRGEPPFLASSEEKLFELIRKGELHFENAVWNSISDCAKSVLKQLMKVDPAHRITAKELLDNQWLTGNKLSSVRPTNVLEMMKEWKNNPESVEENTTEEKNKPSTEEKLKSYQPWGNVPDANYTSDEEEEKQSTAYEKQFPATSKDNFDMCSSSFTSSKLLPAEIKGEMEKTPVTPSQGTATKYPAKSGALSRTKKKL
# An asterisk follows results filed as active; . = not tested or not shown. Rows were taken by chance (roughly 1.8% active in at least one column).
OX1R antag | STK33 kinase inh | compound
-0.6 | -1.5 | O=C(c1cncc(Br)c1)N1CCN(S(=O)(=O)c2ccc3ccccc3c2)CC1
20.9 | -1.1 | CCCC(=O)Nc1sc2c(c1C#N)CCCC2
7.3 | -1.3 | COCCNC(=S)N1CCN(Cc2cccc(OC)c2)CC1
20.1 | 0.2 | Cn1c(N)c(C(=O)COC(=O)c2ccc(Cl)c(S(=O)(=O)N3CCCCC3)c2)c(=O)n(C)c1=O
-1.2 | -1.2 | CCCn1cc(S(=O)(=O)CC(=O)Nc2ccc(OC)cc2OC)c2ccccc21
13.7 | -0.7 | C#CCOCCOCCOCCNc1nc(N2CCN(C(=O)[C@H](Cc3cc4ccccc4[nH]3)n3cc([C@@H](N)CC(C)C)nn3)CC2)nc(N2CCN(C(=O)[C@H](Cc3cc4ccccc4[nH]3)n3cc([C@@H](N)CC(C)C)nn3)CC2)n1
16.0 | -0.8 | CC(=O)Nc1nonc1NC(=O)c1ccc(C(C)(C)C)cc1
21.6 | -0.3 | CC(=O)c1ccc(N2CCN(C(=O)C(=O)c3c(C)[nH]c4ccccc34)CC2)cc1
27.4 | . | COc1ccccc1NC(=O)/C=C/c1ccc2c(c1)OCO2
13.4 | 1.2 | CC(C)(C)NC(=O)CN(Cc1ccco1)C(=O)CCC(=O)Nc1nccs1
19.3 | 5.0 | CS(=O)(=O)Nc1ccc(C(=O)Nc2ccccc2C(=O)NCc2ccco2)cc1
31.6 | 0.3 | O=C1C2ON(c3ccccc3)C(c3ccccc3F)C2C(=O)N1c1ccccc1 (stereo unspecified)
4.5 | -2.7 | Cc1ccc(S(=O)(=O)N2CCC(C(=O)NCc3ccccc3CN3CCCC3)CC2)cc1
12.9 | -0.3 | Cc1ccccc1CN1C(=O)C(O)(CC(=O)c2ccncc2)c2ccccc21 (stereo unspecified)
14.2 | -0.3 | O=C1c2ccncc2C(=O)N1CNc1ccc(Cl)cc1
-1.8 | -0.3 | Cc1nc2cc(Cl)ccc2c(=O)n1Cc1ccncc1
49.3* | 0.3 | Nc1nc(SCC(=O)c2ccc([N+](=O)[O-])cc2)n[nH]1
20.1 | -0.9 | Cc1ccc(CNC(=O)CSc2nc3c(sc4ccccc43)c(=O)n2CCCN2CCCC2)cc1
18.9 | -1.1 | O=c1c2cc(N3CCOCC3)ccc2[nH]c(=S)n1Cc1ccccc1Cl
10.2 | -0.4 | O=S(=O)(c1ccccc1)N1CCN(Cc2ccccc2)CC1
9.6 | -3.2 | COC(=O)Cc1[nH]n(-c2nc3ccccc3s2)c(=O)c1C(C)=Nc1ccc(C)cc1
-3.8 | 0.1 | CN(C)C(CNC(=O)CN1C(=O)NC2(CCCC2)C1=O)c1ccccc1 (stereo unspecified)
35.4 | 1.2 | O=C(C[n+]1ccc(Cc2ccccc2)cc1)Nc1ccc([N+](=O)[O-])cc1Cl
16.4 | -3.0 | Cc1ccc(/C=C2\SC(N3CCCCC3)=NC2=O)cc1
7.4 | -1.8 | O=C1C(=O)N(Cc2ccco2)C(c2cccs2)/C1=C(\O)c1cccc([N+](=O)[O-])c1 (stereo unspecified)
-6.0 | -0.2 | O=[N+]([O-])c1ccc(/C=N/N2CCCCC2)cc1
16.3 | -1.2 | CS(=O)(=O)N(CC(=O)N1CCCC1)c1ccccc1Br
19.8 | -0.6 | Cc1cc(NC(=O)C(C)SCC(=O)N(C)CC(=O)Nc2ccc(F)cc2)no1 (stereo unspecified)
-2.0 | 1.0 | NS(=O)(=O)c1ccc(CCNC(=O)C(=O)c2cn(CC(=O)N3CCCC3)c3ccccc23)cc1
10.4 | -0.9 | CCOC(=O)c1cccc(-n2cccc2/C=C2\NC(=O)N(CC(=O)O)C2=O)c1
39.4 | -0.9 | Cn1c(C(=O)OC(C(=O)NC(C)(C)C)c2cccnc2)cc2sccc21 (stereo unspecified)
5.0 | -0.4 | O=C(NCc1ccccn1)Nc1ccc(F)c(Cl)c1
90.4* | 5.7 | CCOC(=O)c1c(C)nc2c3ccccc3ccn12
7.0 | -4.5 | COc1ccc(CCNC(=O)C2CC2)cc1
9.0 | -0.4 | Cc1cc(=O)oc2cc(OCC(=O)NCCCN3CCCC3=O)ccc12
20.9 | -0.3 | CCOC(=O)C1C(=O)C=C(c2cccs2)CC1c1ccccc1 (stereo unspecified)
3.9 | 1.1 | Cc1ccccc1N(C(=O)CNC(=O)c1ccco1)C(C(=O)NC1CCCCC1)c1ccncc1 (stereo unspecified)
11.6 | 1.9 | O=C(Cc1ccsc1)NCC(c1ccco1)N1CCCCC1 (stereo unspecified)
5.5 | -1.7 | Cc1ccc(S(=O)(=O)/C(C#N)=C/c2ccccc2OCc2ccccc2)cc1
10.1 | -0.6 | CCCCOC(=O)CSCC(=O)Nc1cc(C)on1
16.3 | -0.9 | Cc1nn(C)c(C)c1S(=O)(=O)N1CCCC(C(=O)NC2CCCCCC2)C1 (stereo unspecified)
4.0 | -4.7 | COc1ccc(CS(=O)(=O)CC(C)(O)c2ccccc2)cc1 (stereo unspecified)
30.4 | -0.9 | COc1ccc(NC(=O)C(OC)c2ccccc2)cc1Cl (stereo unspecified)
8.8 | -0.1 | Cc1ccc(OCCn2ccnc2)c([N+](=O)[O-])c1
12.4 | 0.1 | O=C(N1CCc2[nH]c3ccccc3c2C1)C(F)(F)F
16.8 | 2.3 | O=c1[nH]c(CSc2ncnc3sccc23)nc2cc(C(F)(F)F)ccc12
14.9 | 0.4 | O=C(CNC(=S)NC(=O)c1cccc([N+](=O)[O-])c1)c1ccccc1
20.9 | -0.3 | O=C(COc1coc(CN2CCCc3ccccc32)cc1=O)Nc1cccc([N+](=O)[O-])c1
23.9 | -2.2 | COc1ccccc1NC(=O)CSc1nccn1Cc1ccccc1
1.4 | -1.3 | Cc1cccc(NC(=O)CNCC(=O)Nc2cccc(C)c2C)c1C
20.3 | -1.9 | CCCC1=C(C(=O)OCC)C(c2ccc(OC)c(C)c2OC)C(C#N)=C(N)O1 (stereo unspecified)
40.1 | -1.1 | COc1ccc(/C=C2\SC(=O)N(CCCC(=O)Nc3ccc(C(=O)O)cc3)C2=O)cc1OC
16.0 | -1.4 | Cc1ccc(N2CC(C(=O)Nc3nccs3)CC2=O)cc1Cl (stereo unspecified)
10.2 | -0.2 | Cc1[nH]c(-c2ccco2)nc1C(=O)O
6.7 | 0.0 | Cc1cccc(NC(=S)NNC(=S)NC2CCCCC2)c1C
0.0 | -0.8 | CC(=O)Nc1ccc(Sc2ccccc2C(=O)O)c(C(=O)O)c1
5.0 | -0.5 | CCOC(=O)N1CCN(C(=O)c2noc3c2COc2ccccc2-3)CC1
15.2 | 0.4 | COC(=O)c1sc2cc(C(F)(F)F)cnc2c1-c1ccccc1
0.8 | 0.4 | CC(=O)Nc1ccc(S(=O)(=O)N2CCC(c3nnc(-c4ccc(C)cc4)o3)CC2)cc1
4.1 | -1.3 | O=S(=O)(NC1CCCC1)c1ccc(-n2cnnn2)cc1

# Additional compounds
OX1R antag | STK33 kinase inh | compound
19.6 | 0.3 | Cn1c(COc2ccc3ccccc3c2)nnc1SCC(N)=O
4.3 | -0.2 | Cc1cc(C)cc(NC(=O)COC(=O)CC2CCCC2)c1
4.0 | 1.6 | COc1ccc(-c2nnc3cccc(Cl)n23)c(OC)c1
5.9 | -0.1 | Cn1c(=O)c2c(nc(N/N=C/c3cccs3)n2C)n(C)c1=O
4.8 | 0.5 | O=C(NNc1nc2ccccc2s1)c1ccccc1F
12.8 | -1.6 | CC(C)c1ccc(NC(=O)[C@H]2CSCN2C(=O)[C@@H]2CCC(=O)N2)cc1
8.3 | -1.4 | Cc1ccc(OCC(O)Cn2c(N3CCCCC3)nc3c2c(=O)[nH]c(=O)n3C)cc1C (stereo unspecified)
. | -6.2 | CCn1nnnc1NCc1ccc(SC)cc1
4.5 | 0.3 | CSCCC(NC(=O)c1ccco1)C(=O)Nc1ccncc1 (stereo unspecified)
5.4 | 0.3 | Cc1cc(C)nc(NC(=O)c2ccc(Cl)cc2)n1
27.9 | 0.5 | CC(=O)Nc1cc2ccc(OC(C)=O)cc2oc1=O
33.5 | 1.9 | COC(=O)c1ccc(C)c(NS(=O)(=O)c2ccc(C)c([N+](=O)[O-])c2)c1
27.1 | -1.5 | CCOC(=O)N1CCC(Nc2c(-c3ccccc3)c(=O)c2=O)CC1
15.1 | -1.1 | COc1cccc(NC(=O)CCC(=O)Nc2cccc(OC)c2)c1
24.8 | -1.4 | CCCN(c1ccc(C(=O)OC)cc1)S(=O)(=O)c1ccccc1
2.4 | -0.7 | Clc1cccc(-c2nn3c(Cn4cnc5ccccc54)nnc3s2)c1
-8.0 | -0.2 | Cc1cccc(-c2oc(C)c(C)[n+]2[O-])c1
2.8 | -1.9 | O=C(CSc1nnc2sc3ccccc3n12)NCc1ccco1
42.6 | -1.2 | CCOC(=O)COc1cc2oc(=O)cc(C)c2cc1[N+](=O)[O-]
38.9 | -0.5 | CN(Cc1nccn1C)C(=O)CC1C(=O)NCCN1Cc1ccc(F)cc1Cl (stereo unspecified)

# Continued; it opens with the six that closed the last part.
OX1R antag | STK33 kinase inh | compound
24.8 | -1.4 | CCCN(c1ccc(C(=O)OC)cc1)S(=O)(=O)c1ccccc1
2.4 | -0.7 | Clc1cccc(-c2nn3c(Cn4cnc5ccccc54)nnc3s2)c1
-8.0 | -0.2 | Cc1cccc(-c2oc(C)c(C)[n+]2[O-])c1
2.8 | -1.9 | O=C(CSc1nnc2sc3ccccc3n12)NCc1ccco1
42.6 | -1.2 | CCOC(=O)COc1cc2oc(=O)cc(C)c2cc1[N+](=O)[O-]
38.9 | -0.5 | CN(Cc1nccn1C)C(=O)CC1C(=O)NCCN1Cc1ccc(F)cc1Cl (stereo unspecified)
34.5 | 0.8 | NC(=S)Nc1cccc2cnccc12
26.1 | . | CCOC(=O)Cn1nc(C)c(NC(=O)COc2ccccc2[N+](=O)[O-])c1C
8.8 | -0.8 | CCC(=O)N1CCc2cc(Br)cc(S(=O)(=O)NCC3CCCN3CC)c21 (stereo unspecified)
20.4 | . | Cc1nn2c(-c3ccccn3)ccnc2c1Cl
25.8 | . | S=C(NCc1ccccc1)N1CCN(c2ccccc2)CC1
37.3 | -0.4 | O=C(CNC(=O)c1nc[nH]c1C(=O)NCc1ccccc1)OCc1ccccc1
15.3 | -0.8 | O=C(Nc1ccc(F)c(F)c1)C1=COCCO1
10.3 | -0.6 | Cc1cc2ccccc2n1CCNC(=O)C(C)C
15.4 | 1.6 | CCCOC(=O)Nc1nc2ccccc2o1
11.2 | -1.1 | CCCCC(O)CN1CCC(c2ccccc2)CC1 (stereo unspecified)
7.3 | -0.5 | COc1ccc(OC)c(/C=C2\N=C(c3ccccc3)OC2=O)c1
3.8 | -13.8 | Cc1nc(NCCOc2ccccc2)sc1C(=O)Nc1ccccc1
13.2 | -0.1 | COc1ccc(N/C=C/C(=O)C(C)(C)C)cc1
1.0 | 0.3 | CCc1ccc(CCC(=O)Nc2nccs2)o1
17.9 | -1.1 | O=c1[nH][nH]c2cc(=O)n(-c3cccc(C(F)(F)F)c3)nc12
5.8 | -0.4 | CCc1ccc(-c2csc3ncn(CC(=O)N4CCOCC4)c(=O)c23)cc1
10.0 | 1.7 | O=C(N/N=C/c1c[nH]c2ccccc12)c1cccc(Cl)c1
15.3 | 0.2 | O=C(NCCc1c[nH]c2ccccc12)c1cnccn1
2.1 | -1.6 | O=C(Cn1nnc(-c2cccs2)n1)NCc1ccccc1
31.4 | 4.0 | O=C(NN=C1CCCC1)c1ccc(O)cc1O
7.6 | 3.2 | Cc1nc2ccccc2c(=O)n1NC(=O)C1CCCCC1
105.3* | 1.3 | CC(=O)N(/N=C1\Sc2ccccc2C1=O)c1cccc(C)c1
7.0 | 0.5 | Cc1ccc2occ(/C=N/O)c(=O)c2c1
2.1 | 0.7 | COc1ccc(-n2nc3c(N4CCC(C(=O)NCc5ccccc5C)CC4)nnc(C)c3c2C)cc1
5.7 | -3.0 | Cc1cn2c(nc1=O)OC1CC2OC1CO (stereo unspecified)
17.9 | . | O=C(NNC(=O)C12CC3CC(CC(Cl)(C3)C1)C2)c1ccncc1
19.4 | -0.6 | CCCSc1cc(N2CCCC2)nc(-c2ccccc2)n1
15.9 | -0.7 | NC(=O)CSc1nc2c(c(=O)n1-c1ccccc1)C1(CCCCC1)Cc1ccccc1-2
34.5 | -1.4 | CC(=O)c1ccc(-c2ccc(C(=O)N3CCC(C(N)=O)CC3)o2)cc1
3.2 | . | Cc1ccc(S(=O)(=O)NCCCNS(=O)(=O)c2ccccc2Br)cc1
19.6 | 1.0 | O=S(=O)(NCc1ccccc1Cl)c1ccc(-n2cccn2)cc1
8.2 | -0.6 | C[C@H](CO)N1C[C@H](C)[C@@H](CN(C)S(=O)(=O)c2cccs2)Oc2c(NC(=O)Nc3ccccc3)cccc2C1=O
13.1 | 0.0 | CC(=O)c1ccc(N2CCN(CC(=O)NC(=O)NCc3ccccc3)CC2)cc1
47.9 | -1.3 | COc1cccc(CNC(=O)C2CCN(S(=O)(=O)c3ccc(-n4cnnn4)cc3)CC2)c1
17.3 | 0.3 | CC(=O)Nc1nc2ccccc2n1CCN(C)C
6.2 | 0.2 | COc1ccc(/C(O)=C2/C(=O)C(=O)N(CCN3CCOCC3)C2c2ccc(C)cc2)cc1 (stereo unspecified)
4.6 | -1.1 | Nc1nc2c(s1)CCCCCCCCCC2
1.5 | -0.1 | O=C(O)c1ccc(NC(=O)c2ccc3c(c2)C(=O)N(c2ccccc2)C3=O)cc1
2.0 | . | CC[C@]12c3[nH]c4ccc(OC)cc4c3CCN1C(=O)C(CC(=O)NCCC1=CCCCC1)C[C@@H]2C(=O)N1CCN(C(=O)C2CC2)CC1 (stereo partly specified)
15.4 | -0.9 | Cc1ccc(SCCC(=O)Nc2ccccc2C(=O)NC2CCCCC2)cc1
19.1 | -0.9 | CC(Oc1ccc(F)cc1F)C(=O)NNC(=S)NCC1CCCO1 (stereo unspecified)
-3.1 | -0.6 | Cc1[nH]c2ccc(C(=O)N3CCN(c4ccc(F)cc4)CC3)cc2c1C
2.2 | -0.8 | CCOc1ccc2oc(C(=O)OC(C(=O)NC(N)=O)C(C)C)c(C)c2c1 (stereo unspecified)
49.9 | -1.4 | O=C(CSc1nc2ccccc2[nH]1)c1ccco1
